MEP2-GFP yeast – modulators of MEP2-GFP levels in yeast, primary screen, S. cerevisiae, multiplex flow cytometry, MLPCN library; S. cerevisiae MEP2-GFP strain, 3 h; 100% = DMSO control level; GFP response vs DMSO, % at 10 µM; 330,000 tested, 0.51% active; AID 2016, 2009;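 active = GFP response versus DMSO above a set limit, roughly screen mean plus 3 SD, cut at about 180% in these data; inconclusive = fewer than 70 cells counted for a yeast strain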;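 note: median GFP fluorescence of the barcode-gated MEP2-GFP cells per well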
RPL19A TOR yeast – RPL19A-GFP expression modulators in yeast, primary screen, cell-based, S. cerevisiae, multiplex flow cytometry, MLPCN | S. cerevisiae RPL19A-GFP strain, 3 h; stronger effect = lower value | AID 2025, 2009 | percent response vs DMSO, % at 10 µM | 330,000 tested, 0.3% active;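 active = percent response vs DMSO below 50%; inconclusive = fewer than 70 events counted for the yeast strain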;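 note: median channel GFP fluorescence of the barcoded RPL19A-GFP strain; ratio of sample median GFP to plate DMSO average so 100% = DMSO; lower means less RPL19A-GFP as with rapamycin TOR inhibition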
AGP1 TOR yeast – modulators of AGP1-GFP expression in yeast TOR pathway, primary screen, cell-based, multiplex flow cytometry, S. cerevisiae, MLPCN library; 3 h; GFP as percent of DMSO wells; GFP response vs DMSO, % at 10 µM; 320,000 tested, 0.02% active; AID 2066, 2009;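 active = GFP response relative to DMSO above a set limit, near screen average plus 3 SD, cut at about 150% in these data; inconclusive = fewer than 70 cells counted for the yeast strain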;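 note: median GFP channel fluorescence of the gated AGP1 strain per well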
GRK2 inh – compounds blocking aptamer binding on GRK2 – biochemical, human GRK2, bead flow cytometry, HTS, primary screen. Beta-adrenergic receptor kinase 1 (Homo sapiens), P25098. FAM-aptamer displacement from GRK2. inhibition of aptamer binding, % at 10 µM. 330,000 tested, 0.59% active;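 active = inhibition of aptamer binding above 40%, roughly 3 SD of noise, on plates passing a quality check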;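 note: median bead fluorescence of bound FAM aptamer so fluorescent compounds give negative values; no value below 0 was filed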
Yeast superoxide – reduction of superoxide in aged yeast, primary screen, HTS | superoxide response (% of plate mean), % at 10 µM | 330,000 tested, 0.18% active | S. cerevisiae aged cells, superoxide DHE fluorescence; stronger effect = lower value | AID 2690, 2010;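 active = superoxide response under a set limit, about three screen SD below normal, cut at about 65% in these data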;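 note: yeast aged for seven days with compound at 30 °C before DHE staining; 100% = average MFI of all compound-treated wells on the plate with controls excluded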
LAP4 TOR yeast – modulators of LAP4-GFP expression in yeast, primary screen, S. cerevisiae, multiplex flow cytometry, MLPCN library; 3 h; median GFP as percent of DMSO wells; GFP response vs DMSO, % at 10 µM; AID 2023, 2009; 320,000 tested, 0.34% active;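 active = GFP response vs DMSO above a set limit, about the screen mean plus 3 SD, cut at about 150% in these data; inconclusive = under 70 cell events counted for the yeast strain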
CIT2-GFP yeast – modulators of CIT2-GFP expression in yeast, primary screen, S. cerevisiae, GFP fusion, multiplex flow cytometry, MLPCN library | S. cerevisiae CIT2-GFP strain, 3 h; 100 means same as DMSO wells | 320,000 tested, 0.065% active | GFP response vs DMSO, % at 10 µM;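 active = GFP response relative to DMSO above a set limit, near the screen mean plus 3 SD, cut at about 150% in these data; inconclusive = Fewer than 70 cells measured for a yeast strain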;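 note: ratio of well median GFP fluorescence to mean of DMSO wells on the plate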
VLA-4 inh – inhibition in human VLA-4 binding assay, primary screen, VLA-4 allosteric modulator project, MLPCN library, flow cytometry, VLA-4 expressing cells. Integrin alpha-4 (Homo sapiens), P13612. ligand binding flow cytometry. inhibition, % (about 7 µM as worked out from the volumes in the protocol). 330,000 tested, 0.2% active. AID 2557, 2010; in the data active = inhibition above about 50%
Target sequence (P13612 whole entry, looked up): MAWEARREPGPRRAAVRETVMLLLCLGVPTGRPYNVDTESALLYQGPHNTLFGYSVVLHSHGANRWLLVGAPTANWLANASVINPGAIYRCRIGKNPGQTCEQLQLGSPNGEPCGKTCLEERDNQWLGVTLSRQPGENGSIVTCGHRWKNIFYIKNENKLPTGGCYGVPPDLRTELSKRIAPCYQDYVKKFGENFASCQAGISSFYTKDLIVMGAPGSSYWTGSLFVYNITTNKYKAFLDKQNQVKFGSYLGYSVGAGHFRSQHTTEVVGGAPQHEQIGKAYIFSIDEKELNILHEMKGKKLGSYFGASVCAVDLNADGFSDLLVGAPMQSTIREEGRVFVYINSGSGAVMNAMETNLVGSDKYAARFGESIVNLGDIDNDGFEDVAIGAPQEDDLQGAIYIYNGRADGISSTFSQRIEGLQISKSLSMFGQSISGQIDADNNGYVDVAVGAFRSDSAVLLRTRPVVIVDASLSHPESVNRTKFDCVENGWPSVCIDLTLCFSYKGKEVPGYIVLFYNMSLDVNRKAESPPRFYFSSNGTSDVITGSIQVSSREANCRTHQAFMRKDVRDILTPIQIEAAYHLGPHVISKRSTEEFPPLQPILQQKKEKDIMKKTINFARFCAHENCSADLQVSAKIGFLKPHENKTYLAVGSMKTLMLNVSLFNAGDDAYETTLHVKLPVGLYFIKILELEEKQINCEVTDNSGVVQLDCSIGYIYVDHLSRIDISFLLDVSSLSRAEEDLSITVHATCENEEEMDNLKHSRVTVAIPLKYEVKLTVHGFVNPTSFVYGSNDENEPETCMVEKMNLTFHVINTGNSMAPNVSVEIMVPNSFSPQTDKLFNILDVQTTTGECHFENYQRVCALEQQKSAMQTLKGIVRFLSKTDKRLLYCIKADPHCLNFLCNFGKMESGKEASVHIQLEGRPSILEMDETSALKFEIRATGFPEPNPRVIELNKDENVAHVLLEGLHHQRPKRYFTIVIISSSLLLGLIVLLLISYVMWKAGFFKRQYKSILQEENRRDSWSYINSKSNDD
Active calls of the source: *; ? = inconclusive; nt = no result given; [ ] = another dose, or the depositor's remark.

Sample of the layout (3 entries):
SMILES	MEP2-GFP yeast	RPL19A TOR yeast	AGP1 TOR yeast	GRK2 inh	Yeast superoxide	LAP4 TOR yeast	CIT2-GFP yeast	VLA-4 inh
CCOc1ccc(NC(=O)CC2C(=O)N(c3ccccc3)C(=S)N2Cc2ccccn2)cc1 (stereo not drawn)	98	89	85	3	95	92	94	1
S=c1[nH]nc(Nc2ccc(Cl)cc2)s1	95	92	95	0	97	102	90	-13
C=CC[C@@H](CC(=O)NCCO)C(=O)N[C@@H](COC(=O)[C@@H](CC=C)CC(=O)OC(C)(C)C)Cc1c[nH]c2ccccc12	96	103	99	7	101	97	101	0

This part in full, repeating the preview:
SMILES	MEP2-GFP yeast	RPL19A TOR yeast	AGP1 TOR yeast	GRK2 inh	Yeast superoxide	LAP4 TOR yeast	CIT2-GFP yeast	VLA-4 inh
CCOc1ccc(NC(=O)CC2C(=O)N(c3ccccc3)C(=S)N2Cc2ccccn2)cc1 (stereo not drawn)	98	89	85	3	95	92	94	1
S=c1[nH]nc(Nc2ccc(Cl)cc2)s1	95	92	95	0	97	102	90	-13
C=CC[C@@H](CC(=O)NCCO)C(=O)N[C@@H](COC(=O)[C@@H](CC=C)CC(=O)OC(C)(C)C)Cc1c[nH]c2ccccc12	96	103	99	7	101	97	101	0
CN(C(=O)CC1C(=O)NCCN1Cc1c(F)cccc1Cl)C1CCOCC1 (stereo not drawn)	106	97	93	0	112	91	99	4
Cc1ccc2oc(=O)cc(CN3CCOCC3)c2c1	98	101	101	0	106	96	100	3
COC(CNC(=O)c1ccc2nc(-c3ccccc3)c(-c3ccccc3)nc2c1)OC	103	100	96	2	116	97	94	3
N#CC(c1nc2ccccc2nc1N1CCCC1)S(=O)(=O)c1ccccc1 (stereo not drawn)	113	nt	107	7	63*	103	107	-89
CC(NC(=O)c1ccco1)C(=O)OC(C)C(=O)NCc1ccccc1 (stereo not drawn)	95	99	104	2	92	92	94	-1
CCN1CCCC1CNC(=O)c1ccc(CS(=O)(=O)c2ccccc2C)o1 (stereo not drawn)	102	98	99	0	93	99	104	13
CCC(C)(C)n1nnnc1C(c1ccc(C)cc1)N1CCCC1 (stereo not drawn)	101	97	102	4	93	92	98	0
COc1ccc(C(=O)COC(=O)CNS(=O)(=O)c2ccc(C)cc2)cc1	110	106	99	5	117	101	98	7
Cc1[nH]c2ccccc2c1C(=O)C(=O)N1c2ccccc2CC1C (stereo not drawn)	104	101	113	3	90	129	104	13
COc1cc(CSc2nnnn2-c2ccc(C)cc2)cc(OC)c1OC	103	99	106	0	111	106	94	-2
CCOc1ccc2nc(SCC(=O)N3CCCc4ccccc43)sc2c1	88	90	93	3	106	100	83	13
COc1ccc(S(=O)(=O)N2CCOCC2)cc1NC(=O)Cn1nnc2ccccc2c1=O	102	98	106	0	100	105	96	15
c1ccc2c(c1)nc(NC1CCCCC1)c1nncn12	112	105	109	1	98	106	96	15
O=C(NCCCn1ccnc1)/C(=C/c1cccs1)NC(=O)c1ccco1	80	88	96	3	92	84	97	8
COc1ccc(S(=O)(=O)N(C)c2ccc(C(=O)NCCC(C)C)cc2)cc1	97	95	94	1	125	100	87	-3
O=C(CCCNC(=O)c1ccc(Cl)cc1)Nc1nccs1	118	100	109	0	83	113	106	4
Cc1ccc(S(=O)(=O)NCCC(=O)Nc2cccc(S(N)(=O)=O)c2)cc1C	106	102	100	0	97	101	105	-1
O=C(CSCc1cccc(F)c1)NCc1ccccc1	103	97	99	1	102	107	97	9
O=C(CCn1c(=O)[nH]c2ccccc2c1=O)N1CCN(c2ccc(Cl)cc2)CC1	92	96	99	0	100	99	92	-5
FC(F)(F)c1cccc(Cc2noc(CN3CCC(N4CCCCC4)CC3)n2)c1	107	102	104	0	97	96	107	15
O=[N+]([O-])c1ccc(N/N=C/c2cccnc2)cc1	99	103	91	1	92	83	108	7
COc1cc(-c2nc(=S)[nH][nH]2)cc(OC)c1OC	103	102	97	1	92	90	99	5
CC(C)Nc1nc(-c2ccncc2)nc(-c2ccc(Cl)cc2)c1C#N	100	96	101	1	100	101	96	2
O=C(Nc1ccnn1C1CCN(Cc2c[nH]c3ccccc23)CC1)c1ccccc1	110	110	108	0	134	103	110	7
Cc1ccc(S(=O)(=O)NNC(=S)Nc2ccccc2)cc1	99	87	83	3	116	94	85	-1
Cc1cc(C=C2C(=O)c3ccccc3C2=O)c(C)n1-c1ccccc1	103	104	103	3	104	110	101	5
CCCNC(=O)NC(=O)CSc1ccc(C)cc1C	93	88	90	0	80	91	nt	15
CCOc1ncccc1C(=O)NCCc1ccc(S(N)(=O)=O)cc1	231*[may fluoresce violet]	38*[may fluoresce violet]	?	1	100	60[may fluoresce violet]	?	-2
CCN1CCN(Cc2c(O)ccc3c(=O)c(-c4ccc(OC)c(OC)c4)c(C(F)(F)F)oc23)CC1	88	96	87	0	98	89	nt	-16
COC(=O)C1CCN(c2cc(Cl)nc(N)n2)CC1	103	99	112	0	98	115	109	11
COc1cc(N/C(N)=N/c2nc(C)cc(C)n2)cc(OC)c1	96	93	92	0	104	91	93	-2
CCn1nnnc1SCC(=O)NCc1ccc2c(c1)OCO2	98	95	90	0	102	93	94	13
COc1cc(-c2[nH]ncc2CN2CCN(Cc3cccs3)CC2)cc(OC)c1OC	111	100	87	5	88	98	85	3
COCCCN(CC(=O)O)S(=O)(=O)c1ccccc1	94	96	92	3	114	84	87	5
O=C(c1ccc(Cl)c(S(=O)(=O)N2CCCCCC2)c1)N1CCN(CCO)CC1	108	103	105	0	97	102	97	2
CCOC(=O)c1c(-c2ccc(OC)cc2)csc1NC(=O)COc1ccc2c(C)cc(=O)oc2c1	104	108	104	4	97	95	109	20
CCOc1ccc(NC(=S)N(CCc2c(C)[nH]c3ccccc23)Cc2ccco2)cc1	100	104	105	2	91	101	102	-14
O=c1[nH]c(Cc2ccccn2)nc2scc(-c3ccccc3Cl)c12	109	105	99	0	81	93	102	-7
c1ccc2c(Nc3ccc4c(c3)OCCO4)c3c(nc2c1)CCCC3	101	99	96	2	100	84	100	2
COc1ccc(OC)c(NC(=O)NNS(=O)(=O)c2ccc(C)cc2C)c1	101	86	96	2	102	98	105	-12
Cc1nn(CC(=O)NCc2cccc(F)c2)c(=O)c2cccn12	116	107	107	2	87	106	111	11
CCn1nc(C)c(NC(=O)c2cc(Br)ccc2Cl)c1C	96	92	98	2	92	90	94	3
COc1ccc(N/C=C2/CCCCC2=O)cc1	98	98	100	4	102	91	102	8
Cc1cc2cc(C(c3nnnn3C(C)(C)C)N(Cc3ccco3)CC3CCCO3)c(=O)[nH]c2cc1C (stereo not drawn)	97	95	96	0	87	96	94	-10
Cc1ccc2nc(NCCC(=O)O)nc(-c3ccccc3)c2c1	97	98	96	0	88	114	90	-8
CC(C)(Oc1ccc(Br)cc1)C(=O)N1CCc2ccccc21	106	106	108	2	90	107	110	-4
O=C(NCc1ccccc1Cl)C1CCCN1C(=O)NC1CCCCC1 (stereo not drawn)	106	103	98	0	102	97	108	-4
N#Cc1c(SCC(=O)O)nc(N2CCCCC2)c2c1CCCC2	87	93	nt	0	104	86	87	15
CCOC(=O)C1CCCN(C(=O)c2cn(C)c3ccc(S(=O)(=O)N(C)C)cc3c2=O)C1 (stereo not drawn)	111	96	100	1	98	99	96	4
CC(C(=O)Nc1ccc2c(c1)OCO2)N1CCC(N2CCCCC2)CC1 (stereo not drawn)	100	102	102	0	98	109	97	-16
CC(C)CCNS(=O)(=O)c1ccc(-c2ccc(S(=O)(=O)NCCC(C)C)cc2)cc1	98	98	101	2	99	93	102	18
CC(=O)NC(=C(Cl)Cl)S(=O)(=O)c1ccccc1	109	110	100	4	84	99	104	6
COc1ccc(N2CCN(CC(=O)Nc3ccc(C)cc3)CC2)cc1	107	99	98	0	106	106	94	15
O=C(NCCCO)NC12CC3CC(CC(C3)C1)C2	93	92	nt	0	109	88	84	-5
COc1cc2[nH]c(=S)n(Cc3ccccc3)c(=O)c2cc1OC	95	97	89	0	118	86	100	17
COC(=O)C(NS(=O)(=O)c1ccc(F)cc1)c1ccccc1 (stereo not drawn)	90	94	99	2	104	97	90	-6
COC(=O)C(CCSC)NC(=O)Cn1ncc2c(=O)oc3ccc(C)cc3c21 (stereo not drawn)	101	94	102	2	78	105	93	-6

Remaining list, next part:
SMILES	MEP2-GFP yeast	RPL19A TOR yeast	AGP1 TOR yeast	GRK2 inh	Yeast superoxide	LAP4 TOR yeast	CIT2-GFP yeast	VLA-4 inh
CSc1nc2ccc(NS(=O)(=O)c3c(Cl)cccc3Cl)cc2s1	104	95	92	3	97	97	83	-29
C[C@H]([C@@H](N)C(=O)N[C@@H](C(=O)O)[C@@H]1O[C@H](n2ccc(=O)[nH]c2=O)[C@@H](O)[C@H]1O)[C@@H](O)c1ccc(O)cn1	105	107	101	7	106	110	104	14
O=c1c(Cc2c(F)cccc2Cl)c(O)ccn1CCc1c[nH]c2ccccc12	109	97	99	1	113	94	97	5
Cc1ccc(C(=O)CSc2nc3ccccc3c(=O)n2N)o1	99	99	100	3	85	104	92	3
CCOc1ccccc1N(C(=O)c1snc(C(N)=O)c1N)C(C(=O)NCCC(C)C)c1ccco1 (stereo not drawn)	97	99	99	0	82	94	95	-2
Cc1ccc(C)n1-c1ccc(NC(=O)c2ccccc2)cc1	108	101	106	0	101	105	108	1
CC(=O)/C(N=Nc1ccc(SC(F)F)cc1)=C(\C)O	105	102	102	0	87	104	96	12
Cc1cnc(C(=O)N2CCCC(N3CCN(c4cccc(C(F)(F)F)c4)CC3)C2)cn1 (stereo not drawn)	104	106	110	6	92	106	101	-16
Cn1c(CCN2CCOCC2)nc2cc(NC(=O)COc3ccc([N+](=O)[O-])cc3)ccc21	101	102	98	0	82	89	98	3
Nc1cc(Cl)ccc1N1CCCCC1	104	96	94	2	93	101	81	-3
Clc1ccc(NCc2cccnc2)cc1	98	103	97	0	85	93	99	9
COc1ccc(OC)c(CNn2c(-c3ccccc3F)nc3ccccc3c2=O)c1	93	89	95	0	95	92	88	6
CC(=O)Nc1ccc(CN2CCN(CC=C(C)C)C(CCO)C2)cc1 (stereo not drawn)	107	105	108	0	109	103	109	-2
CCCSCCCNC(=O)c1cc2c(s1)CS(=O)(=O)C2	98	95	104	0	121	98	92	-3
COCCCN1C(=O)c2ccc(C(=O)N3CCN(c4ccc(OC)cc4)CC3)cc2C1=O	90	94	93	4	109	91	91	-2
COc1ccc(NC(=O)c2ccccc2NC(=O)c2cccs2)cc1	106	100	105	1	105	100	107	-3
COc1ccc(OC)c(NC(=S)NCc2ccc(S(N)(=O)=O)cc2)c1	98	94	101	0	92	101	100	-4
CCn1c(SCC(=O)Nc2ccccc2)nnc1-c1cccs1	105	107	107	2	112	102	110	-1
COc1ccc(CC(=O)Nc2cccc(-c3ccc4nncn4n3)c2)cc1OC	99	100	101	0	108	114	98	-3
O=C1NC2(CCCCCC2)C(=O)N1Cc1ccccc1Cl	116	111	107	1	103	112	104	8
COc1ccc(Cl)cc1NC(=S)N1CCCCCC1	108	111	92	23	88	91	100	21
COc1ccc2[nH]cc(S(=O)(=O)c3ccc(F)cc3)c(=O)c2c1	100	102	100	1	90	102	104	9
O=C(NCCCCc1ccccc1)c1cccc(Br)c1	103	99	93	0	100	99	85	4

Screens deposited in PubChem by NMMLSC.
